Bioassay records as filed in PubChem BioAssay.
aGal spleen mod = inhibitors or activators of human alpha-galactosidase in spleen homogenate; AID 2107; human spleen homogenate, 4MU-alpha-Gal fluorescence, 40 min; P06280; Potency, µM (top dose mostly 80 µM), for the others: at the top dose activity change, negative = inhibition, hits mostly inhibitors; 0.008% of 240,000 active;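 note: potency is the fitted concentration of half-maximal effect; 0% = enzyme with vehicle and -100% = no enzyme basal signal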
Target sequence (P06280 32-429 limits assumed): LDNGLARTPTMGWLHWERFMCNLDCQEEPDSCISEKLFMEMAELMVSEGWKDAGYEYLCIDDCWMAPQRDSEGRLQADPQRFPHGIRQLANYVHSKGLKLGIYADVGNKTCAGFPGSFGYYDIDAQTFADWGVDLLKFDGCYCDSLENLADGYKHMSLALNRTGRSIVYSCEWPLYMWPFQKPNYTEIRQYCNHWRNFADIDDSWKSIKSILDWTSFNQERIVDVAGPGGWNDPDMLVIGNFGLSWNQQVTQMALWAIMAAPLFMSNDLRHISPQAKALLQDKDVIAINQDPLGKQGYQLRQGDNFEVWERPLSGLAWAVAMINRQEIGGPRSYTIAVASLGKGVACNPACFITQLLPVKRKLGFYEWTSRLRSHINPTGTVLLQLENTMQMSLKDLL
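Human spleen homogenate (1 ug) as enzyme source, 4-methylumbelliferyl-alpha-D-galactopyranoside 1 mM final, citrate/phosphate pH 5.0 with 0.01% Tween-20. Compounds 40 min at 37C, NaOH/glycine stop; fluorescence Ex 365/Em 440, Hill-fit AC50.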
NPSR antag = neuropeptide S receptor (human) antagonism, cAMP; Q6W5P4; CHO-NPSR cells, cAMP TR-FRET, antagonist mode; 1% of 220,000 active; Potency, µM (titrated, usually from 38.3 µM), without a hit: at the highest dose activity change, negative = inhibition, hits mostly inhibitors; note: potency is the fitted concentration of half-maximal effect; % is set by controls: 0 for no effect and ±100 for the full control effect; nearly all actives have a fitted effect of over 50% in size; many of its hits are not listed in these tables
Tau fluor counter = counter-screen for tau fibril formation inhibitors; Potency, µM (doses to about 57.7 µM), inactives show at the top dose activity change, negative = decrease; 0.93% of 280,000 active; tau K18 P301L (four-repeat tau fragment) Alexa594 fluorescence, heparin fibrillization; note: potency is the fitted concentration of half-maximal effect; % is set by controls: 0 for no effect and ±100 for the full control effect; nearly all actives have a fitted effect of over 55% in size
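Human K18 P301L tau (15 uM unlabeled plus 0.24 uM Alexa 594-labeled, final) in 100 mM sodium acetate pH 7 was mixed with compound and 20 uM heparin and incubated 6 hr at 37 C.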
TexasRed fluor = alters Texas Red total fluorescence, flagging assay interference; TRb/SRC2 Texas Red total fluorescence interference; Potency, µM (series often up to 106 µM), for inactives: top-dose fluorescence change, negative = quenching; 0.29% of 280,000 active; active = well fitted curve in either direction with a large enough effect; inconclusive = small, poorly fitted or top-dose-only effect; note: potency is the fitted concentration of half-maximal effect; % is set by controls: 0 for no effect and ±100 for the full control effect
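Flags fluorescent or light-absorbing compounds by total fluorescence, S + 2P, at 555 nm excitation and 632 nm emission. Mixture: 20 nM Texas Red SRC2 peptide, 0.6 uM human TRb LBD, 1 uM T3, 5% DMSO; compound exposure 5 h at ambient temperature.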
CBFb-RUNX1 inh = blocks binding between human CBF-beta and RUNX1; Q01196+Q13951; AlphaScreen CBFb-His/RUNX1-biotin binding, biochemical; Potency, µM (highest dose often 59.8 µM), without a hit: top-dose activity, negative = inhibition, usual class: inhibitors; 230,000 tested, under 10 active; AID 1477; note: % of control where 0% means no effect
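Room-temperature protein-protein interaction test with 30 nM each of His-tagged CBF-beta and biotinylated RUNX1, 15 min with compound, then 90 min with nickel plus streptavidin beads. Signal read in AlphaScreen mode.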
Epigenetic derep = regulators of epigenetic silencing causing reporter derepression in mouse cells; Potency, µM (series often up to 53.9 µM), inactives show at the highest dose GFP activation, hits mostly activators; murine LDR cells, GFP reporter derepression, 30 h; 0.2% of 280,000 active; AID 1865; note: potency is the fitted concentration of half-maximal effect; % of control where 0% means no effect; nearly all actives have a fitted effect of over 60% in size
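In this reporter-derepression format, murine cells bearing a silenced integrated CMV-GFP locus incubate with test compound (30 h, 37 C), then are washed and imaged; fluorescent objects of 20–120 um count as induced cells.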
Tau FP inhib = tau fibrillization inhibition (FP) | P10636 | K18 P301L tau heparin fibrillization, Alexa594 FP, 6 h | Potency, µM (highest dose often 57.7 µM), for inactives: top-dose activity, negative = inhibition, most hits filed as inhibitors | 0.39% of 280,000 active; note: potency is the fitted concentration of half-maximal effect; % is set by controls: 0 for no effect and ±100 for the full control effect; nearly all actives have a fitted effect of over 55% in size
Target sequence (P10636 561-689 P618L limits assumed): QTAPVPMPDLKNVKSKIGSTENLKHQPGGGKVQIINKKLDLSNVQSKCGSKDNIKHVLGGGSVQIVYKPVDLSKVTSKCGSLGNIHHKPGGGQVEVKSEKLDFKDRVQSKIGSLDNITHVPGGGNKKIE
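Human tau K18 […] P301L fragment, 15 uM unlabeled plus 0.24 uM Alexa 594-labeled tau (final), with compound and 20 uM heparin in 100 mM sodium acetate pH 7; 6 hr at 37 C, then Alexa 594 FP read.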
TRb-SRC2 inh = inhibitors of human thyroid hormone receptor beta-SRC2 interaction; P10828; TRbeta-SRC2 peptide binding, fluorescence polarization; receptor liganded with 1 µM T3; Potency, µM (top dose mostly 106 µM), without a hit: top-dose activity change, negative = inhibition, hits mostly inhibitors; 0.065% of 280,000 active; AID 1469;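 note: potency is the fitted concentration of half-maximal effect; plate controls were bound peptide for no effect and peptide without receptor for full effect; nearly all actives have a fitted effect of over 50% in size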
Target sequence (P10828 whole entry, looked up): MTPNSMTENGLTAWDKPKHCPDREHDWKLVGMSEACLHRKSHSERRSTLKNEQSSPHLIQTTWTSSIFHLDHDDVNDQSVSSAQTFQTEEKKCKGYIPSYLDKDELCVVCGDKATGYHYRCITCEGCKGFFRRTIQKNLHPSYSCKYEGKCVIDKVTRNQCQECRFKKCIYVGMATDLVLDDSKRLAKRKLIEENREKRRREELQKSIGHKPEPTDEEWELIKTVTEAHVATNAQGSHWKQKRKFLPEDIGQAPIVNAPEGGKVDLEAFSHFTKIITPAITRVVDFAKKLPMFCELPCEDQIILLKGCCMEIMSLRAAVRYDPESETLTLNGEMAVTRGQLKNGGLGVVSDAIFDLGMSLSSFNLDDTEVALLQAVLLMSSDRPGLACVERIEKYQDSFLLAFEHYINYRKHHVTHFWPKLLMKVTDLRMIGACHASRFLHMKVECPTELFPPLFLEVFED
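Fluorescence polarization of 20 nM Texas Red SRC2 peptide (20-aa NR interaction domain) bound to 0.6 uM human TRb ligand-binding domain, with 1 uM T3, after 5 hr at ambient temperature; inhibition seen as decreased polarization.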
An asterisk follows results filed as active; ? = inconclusive; . = no result given; & = joins results of further samples; [ ] = dose if it differs, or a comment. Unless noted, calls come from the whole dose curve; as a rule, active = well fitted curve in the direction sought with a large enough effect; inconclusive = small, poorly fitted or top-dose-only effect, or another doubt; inactive = no such curve, though single readings can be large; an effect the other way counts as inactive or inconclusive. Only part of the results is shown; the hit share may differ from the screen's.

SMILES,TexasRed fluor,Epigenetic derep,Tau FP inhib,NPSR antag,TRb-SRC2 inh,Tau fluor counter,aGal spleen mod,CBFb-RUNX1 inh
O=C(CNC(=O)c1ccccc1F)N/N=C/c1cc(Br)ccc1OC(=O)/C=C/c1ccco1,-0.9%,1.1%,8.5%,-30.9%,12.2%,-25.7%,-12.4%,?
Cn1c(CC(=O)Nc2ccccc2C(F)(F)F)c(Sc2ccccc2)c2ccccc21,1.8%,1.3%,2.5%,-23.8%[46.1 µM],-8.5%,-16.5%,0.0%,1.7%
Cc1ccoc1C(=O)NCCCNC(=O)c1occc1C,2.1%,-1.4%,?,10.5%[7.67 µM],?,3.8%,-12.3%,4.7%
O=CN(c1ccccc1)c1ccc2ccccc2c1,-1.9%,-2.6%,0.0%,-5.5%,10.9%,-6.6%,9.9%,4.7%
CCCCSc1nc2c(c(=O)n1CC)SC(C)C2 (stereo not given),-7.8%,0.3%,1.7%,-18.7%[46.1 µM],-1.3%,-3.0%,6.8%,10.3%
Cc1csc(NC(=O)CCc2ccc(S(=O)(=O)N3CCOCC3)cc2)n1,1.8%,-2.6%,-4.8%,11.9%[46.1 µM],-19.8%,-4.6%,9.3%,-1.5%
COc1ccccc1C1C2=C(COC2=O)Nc2cc3c(cc21)OCO3 (stereo not given),-5.1%,1.9%,9.6%,?,4.0%,?,1.6%,-19.8%
COCCNc1oc(-c2cccs2)nc1S(=O)(=O)c1ccc(C)cc1,-0.6%,-0.5%,-3.0%,-20.1%,10.2%,-2.9%,-2.2%,-7.8%
O=C(Nc1ccc(F)cc1)C(=O)c1c(O)[nH]c2ccc([N+](=O)[O-])cc12,-4.7%,0.1%,2.0%,41.4%,-5.5%,-27.3%,2.9%,3.9%
O=C(CN1C(=O)CCc2cc(S(=O)(=O)N3CCOCC3)ccc21)Nc1cccc(Cl)c1,-0.3%,-4.7%,-5.1%,.,0.9%,-17.4%,.,.
Cc1oc(-c2ccccc2)nc1CNC(=O)NC1CCCCC1,-1.2%,-3.5%,2.6%,.,-12.6%,3.0%,.,.
CSc1ccn(CCC(=O)O)c(=O)n1,-3.9%,-1.1%,-3.5%,-5.8%[46.1 µM],2.7%,-3.0%,-1.6%,1.8%
O=C(NNc1nc2ccccc2s1)Nc1ccccc1,-0.5%,0.0%,2.0%,1.1%,1.1%,-21.6%,1.8%,-4.7%
Cc1ccc2c(c1)N(CC(=O)Nc1ccccc1C(F)(F)F)C(=O)c1cccnc1O2,5.8%,0.0%,-3.8%,.,1.2%,-8.5%,.,.
O=C(NCCCN1CCOCC1)c1cnn2c(-c3ccccc3)cc(-c3ccccc3)nc12,-1.9%,0.8%,0.0%,-27.2%[46.1 µM],-9.3%,-13.8%,-4.1%,2.6%
O=C(CSc1ncn[nH]1)N1CCN(c2nnc(-c3ccccc3)c3ccccc23)CC1,0.5%,-0.9%,4.8%,-14.4%[46.1 µM],8.8%,-2.2%,-7.8%,4.8%
Cc1cc(C(=O)NC(=S)Nc2ccccc2N2CCCC2)ccc1[N+](=O)[O-],1.5%,-0.1%,2.3%,-24.2%,-6.8%,?,-0.3%,.
NC(=O)c1cc(-c2ccccc2)nc(Oc2ccccc2)n1,-6.5%,-1.3%,-1.7%,-1.5%[46.1 µM],2.9%,-12.5%,1.3%,4.0%
CC1(C)CC(=O)/C(=C(\O)Cc2ccccc2)C(=NCCCCCC(=O)O)C1,?,0.0%,-2.6%,-5.3%[46.1 µM],-3.2%,-0.5%,-2.1%,5.4%
Cc1ccc(NC(=O)COC(=O)c2sccc2C)cc1S(=O)(=O)N1CCOCC1,0.0%,-0.9%,-15.0%,-13.5%[46.1 µM],-3.0%,-26.7%,1.0%,-0.3%
COc1ccc(NC(=O)COC(=O)c2cc(SC)ccc2Cl)c(OC)c1,0.3%,-3.2%,-10.0%,?,-2.7%,-2.1%,-9.9%,5.8%
O=C(O)c1ccc(/C=N/n2cc(-c3ccccc3)[nH]c2=S)cc1,-9.0%,10.7%,1.5%,-5.0%,2.9%,-14.2%,9.9%,5.2%
O=C(CSCc1ccc([N+](=O)[O-])cc1)Nc1ccccc1C(=O)O,-2.0%,0.5%,1.1%,0.5%,5.1%,-13.1%,-15.7%,12.8%
O=C(c1ccccc1F)N1CCN(c2ccc([N+](=O)[O-])cc2-n2cccc2)CC1,-2.8%,1.0%,8.6%,-57.7%,1.8%,-12.9%,-5.1%,?
CCCCC(=O)Nc1ccc(C(=O)NNC(=S)NC(=O)c2ccccc2[N+](=O)[O-])cc1,-6.4%,1.9%,-5.9%,0.6%,-10.1%,-14.9%,-8.6%,?
Cc1cc(C)nc(NS(=O)(=O)c2ccc(N/C=C/C(=O)c3ccc(Cl)cc3)cc2)n1,-31.2%,1.0%,-5.0%,-13.7%[46.1 µM],-1.9%,-9.1%,-2.1%,0.1%
Cc1ccc2c(=O)cc(C(=O)Nc3c(C)n(C)n(-c4ccccc4)c3=O)oc2c1C,4.3%,0.0%,1.9%,.,-1.2%,-0.9%,.,.
Cc1cc(C)cc(NC(=O)C(=O)NCCCN2CCOCC2)c1,-1.5%&-0.8%,1.2%&-3.8%,0.5%&-4.4%,1.9%,0.6%&-1.6%,3.6%&-0.7%,-8.2%,-16.7%
Cc1cccc(-c2c(O)cc(=O)[nH]c2Cl)c1,-3.7%,-5.4%,4.0%,5.7%,2.5%,5.2%,6.3%,-7.0%
COC(=O)C1C2CC3c4[nH]c5cc(OC)ccc5c4CCN3CC2CC(OC(=O)c2cc(OC)c(OC)c(OC)c2)C1OC (stereo not given),13.3%&3.2%,?,6.6%,.,8.0%&-0.6%,?,-4.3%&-1.9%,?
Cn1c(=O)c2c(nc(CN3CCN(c4ccccc4)CC3)n2CCN2CCOCC2)n(C)c1=O,-2.4%,-0.7%,-0.1%,3.8%[46.1 µM],-7.0%,1.1%,5.8%,-0.7%
S=C(NCC1CCCO1)NC1CCCCC1 (stereo not given),-0.8%,3.2%,5.3%,-14.6%,-12.1%,-1.1%,5.1%,?
O=C(NC(=S)NCc1ccco1)c1ccccc1,-5.2%,-1.1%,-1.7%[2.34 µM],-0.9%,1.2%,-7.2%,0.6%,-2.0%
COc1cc(OC)c(NC(=O)c2ccoc2C)cc1Cl,0.6%,0.0%,-3.1%,-15.7%[46.1 µM],2.5%,-8.2%,-14.8%,-7.7%
CCCc1nnc(NC(=O)CCC(=O)N2CCN(CCn3c(C)ccc3C)CC2)s1,3.7%,-2.2%,-1.5%,20.3%[46.1 µM],-16.0%,3.6%,-3.5%,0.5%
COc1ccccc1OCc1ccc(C(=O)Nc2ccc(Cl)cn2)o1,0.5%[53 µM],-1.9%,-10.0%,-5.6%,3.8%[53 µM],-16.7%,-2.5%,8.9%
O=C(COC(=O)c1cc(S(=O)(=O)N2CCOCC2)cs1)c1ccccc1,-4.0%,0.9%,-3.8%,-11.7%[46.1 µM],1.5%,-4.9%,2.2%,4.8%
CCOC(=O)C1Cc2c([nH]c3ccccc23)CN1 (stereo not given),-1.0%,1.2%,0.3%,-9.1%[46.1 µM],-17.8%,-3.2%,-4.8%,-2.9%
CCCCn1c(SCC(=O)c2ccc(O)c(O)c2)nc2ccsc2c1=O,4.6%,0.0%,9.2%,-9.0%[46.1 µM],-1.6%,?,-2.0%,-17.0%
Cc1cccc(NC(=O)C(=O)NCC(c2ccc3c(c2)OCO3)N2CCOCC2)c1C (stereo not given),-19.7%,0.0%,-1.8%,.,-0.2%,-9.7%,.,.
COc1cc(NS(=O)(=O)c2ccc3ccccc3c2)c2ncccc2c1,-0.5%,.,.,.,0.6%,.,-14.5%,-2.0%
Cc1cc(C)nc(SCc2ccc(C(=O)O)o2)n1,-2.3%,1.1%,-3.7%,-10.0%[46.1 µM],3.4%,-5.2%,1.3%,-2.4%
CCOC(=O)c1cnc2ccc(C(=O)OC)cc2c1Nc1ccc2c(c1)OCCO2,-2.6%,1.2%,?,-21.4%[46.1 µM],7.7%,-13.7%,-9.0%,4.6%
Cc1cc(C)nc(N/N=C/c2ccc(N3CCOCC3)cc2)n1,0.5%,-5.8%,-9.5%,-3.8%,1.0%,-15.3%,0.9%,1.7%
O=C(O)CCSc1nnc(-c2ccc3c(c2)OCO3)o1,0.3%,1.8%,7.4%,-2.7%[46.1 µM],-1.8%,0.5%,-2.1%,9.0%
O=C(c1ccc(S(=O)(=O)N2CCCCCC2)cc1)N1CCN(c2ccccn2)CC1,0.6%,-0.9%,?,-22.8%[46.1 µM],-27.1%,-3.3%,3.3%,24.5%
Cc1c(NC(=O)COC(=O)c2ccc[nH]c2=O)c(=O)n(-c2ccccc2)n1C,4.3%,0.0%,10.2%,6.0%[46.1 µM],0.0%,4.2%,-2.1%,4.1%
Cc1ccc(C)c(NC(=O)C2CCC(C)(C(=O)O)C2(C)C)c1 (stereo not given),0.2%,0.5%,-9.6%,-4.5%[46.1 µM],-13.2%,-1.9%,0.0%,3.1%
CCN(CC)CCn1c(NCc2ccc(C)o2)nc2ccccc21,-0.9%,-0.2%,4.3%,-9.8%[46.1 µM],-7.6%,-10.2%,7.3%,-6.8%
